Kir21 inh – Kir2.1 (mouse) channel inhibition | 310,000 tested, 0.85% active | B-score at 10 µM | HEK293-Kir2.1, FluxOR thallium flux fluorescence; stronger effect = lower value | P35561;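 active means fluorescence ratio B-score at or below minus 3 SD of library scores, with starting-brightness B-score within 2 SD, cut at about -4.2 in these data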;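 further: channel flux triggered by added potassium and thallium sulfate stimulus; B-score of peak minus minimum fluorescence over baseline after thallium stimulus; more negative B-score means stronger Kir2.1 block with less thallium influx; some compounds called inactive have numbers as strong as hits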
Target sequence (P35561 whole entry, looked up): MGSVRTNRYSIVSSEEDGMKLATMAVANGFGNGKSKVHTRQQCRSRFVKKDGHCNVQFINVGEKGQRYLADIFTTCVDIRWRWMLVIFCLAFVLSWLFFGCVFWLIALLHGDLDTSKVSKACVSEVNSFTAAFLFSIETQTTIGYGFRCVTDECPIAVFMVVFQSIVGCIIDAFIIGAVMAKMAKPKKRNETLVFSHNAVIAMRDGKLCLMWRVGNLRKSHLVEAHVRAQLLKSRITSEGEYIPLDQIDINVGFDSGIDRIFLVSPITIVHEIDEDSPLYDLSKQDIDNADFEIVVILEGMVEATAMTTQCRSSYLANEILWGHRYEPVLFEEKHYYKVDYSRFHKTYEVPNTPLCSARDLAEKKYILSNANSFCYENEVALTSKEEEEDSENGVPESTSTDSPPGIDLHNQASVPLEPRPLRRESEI
CHT inh – human CHT choline transport inhibition | Q9GZV3 | CHT-expressing cells, membrane potential dye, choline response; stronger effect = lower value | B-score at 10 µM | 310,000 tested, 0.86% active;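 active means B-score over 3 SD under the library average, and starting fluorescence ratio not unusually high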;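 further: choline stimulus applied at its EC90 after an EC20 pre-addition; B-score computed on integrated fluorescence ratio after choline addition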
Target sequence (Q9GZV3 whole entry, looked up): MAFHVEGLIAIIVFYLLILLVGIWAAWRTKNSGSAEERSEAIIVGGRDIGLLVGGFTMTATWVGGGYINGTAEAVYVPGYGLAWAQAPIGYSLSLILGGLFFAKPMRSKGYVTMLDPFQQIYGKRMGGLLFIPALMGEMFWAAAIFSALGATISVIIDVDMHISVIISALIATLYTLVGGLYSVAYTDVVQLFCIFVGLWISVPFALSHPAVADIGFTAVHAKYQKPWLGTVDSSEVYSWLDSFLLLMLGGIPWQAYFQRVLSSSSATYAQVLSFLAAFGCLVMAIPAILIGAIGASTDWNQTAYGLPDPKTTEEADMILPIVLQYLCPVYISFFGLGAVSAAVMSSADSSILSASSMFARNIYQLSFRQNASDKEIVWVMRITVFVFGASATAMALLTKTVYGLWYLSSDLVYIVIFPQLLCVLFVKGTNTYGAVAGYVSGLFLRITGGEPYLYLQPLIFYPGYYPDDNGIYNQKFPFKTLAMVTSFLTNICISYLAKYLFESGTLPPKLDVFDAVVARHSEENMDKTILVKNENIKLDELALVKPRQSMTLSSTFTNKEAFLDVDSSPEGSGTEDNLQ
An asterisk follows results filed as active; i = inactive; . = no result given.

CHT inh,Kir21 inh,molecule
i,-4.79*,CCOC(=O)c1c(NC(=O)CSc2nc3ccc(C)cc3[nH]2)sc2c1CC(C)(C)NC2(C)C
i,2.05,COc1ccc(C(=O)CSc2nnc(CNC(=O)c3ccccc3F)n2C)cc1OC
i,-0.21,CCOc1ccc(CCNC(=O)c2c(C)nn(-c3ccccc3)c2Cl)cc1OCC
i,-0.11,COc1cccc(-n2c(=O)c3ccccc3n(CC(=O)NCC3CCCO3)c2=O)c1 (stereo not given)
i,-1.33,CCOC(=O)C1CCCN(C(=O)CC(C)c2ccccc2)C1 (stereo not given)
-5.05*,0.29,O=C(NNC(=S)NC1CCCCC1)c1ccccc1O
i,-2.95,CCOC(=O)C1=C(O)c2ccccc2C(=O)/C1=C\c1ccc(CC)cc1
i,2.4,COc1ccc2oc(=O)c(/C(C)=N/Nc3nc(-c4cc(C)ccc4C)cs3)cc2c1
i,-1.94,CC(C)CC(=O)N1CCN(S(=O)(=O)c2ccc3ccccc3c2)CC1
i,-1.02,CC(C)Cc1cc(C(C)(C)C)ccc1OC(=S)N(C)C
i,0.27,Cc1ccc(Cc2c(C)nc3nc(SCC(=O)NCCCN4CCCCCC4)nn3c2C)cc1
i,0.42,Cc1sc2nc3ccc(NCc4ccco4)nn3c(=O)c2c1C

Given tab-delimited: entries from further up
canonical_smiles	CHT inh	Kir21 inh
COc1ccc(C(=O)CSc2nnc(CNC(=O)c3ccccc3F)n2C)cc1OC	i	2.05
CCOc1ccc(CCNC(=O)c2c(C)nn(-c3ccccc3)c2Cl)cc1OCC	i	-0.21
COc1cccc(-n2c(=O)c3ccccc3n(CC(=O)NCC3CCCO3)c2=O)c1 (stereo not given)	i	-0.11
CCOC(=O)C1CCCN(C(=O)CC(C)c2ccccc2)C1 (stereo not given)	i	-1.33

Other results.
CHT inh,Kir21 inh,molecule
i,1.37,O=C(O)CN1CCN(c2ncc(C(F)(F)F)cc2Cl)CC1
i,0.21,Cc1ccc(COn2c(-c3ccc(Cl)cc3)nc3ccc([N+](=O)[O-])cc32)cc1
i,-0.3,O=C(CS(=O)c1ccc(C(F)(F)F)cc1[N+](=O)[O-])Oc1ccc(Cl)cc1 (stereo not given)
i,-3.53,NC(=O)c1ccccc1NC(=O)Nc1ccccc1Cl
i,-0.7,CCCN1CCN(C(=O)c2oc3ccccc3c2NC(=O)C2CC2)CC1
i,0.24,Cc1ccc2nc(-c3cc(-c4ccccc4)no3)cn2c1
.,0.12,COc1cccc(N=c2oc3c(C)ncc(CO)c3cc2C(=O)Nc2ccccc2OC)c1
i,0.17,COc1ccc(CN(C)C(C)C(=O)Nc2ccc(S(=O)(=O)N3CCCC3)cc2)c(OC)c1OC (stereo not given)
i,-1.49,Cc1ccccc1C(=O)NC1CCN(CC(=O)Nc2ccccc2)CC1
i,0.03,O=C(/C=C/c1ccc(Cl)cc1Cl)NCCSc1ccccc1
i,-0.31,O=C(COC(=O)c1ccc(Cl)nc1)NCc1ccco1
i,2.2,Cc1ccn2cc(-c3ccc(NS(=O)(=O)c4ccccc4)cc3)nc2c1

(more compounds)
CHT inh,Kir21 inh,molecule
i,-0.51,Cc1cc(C)c(S(=O)(=O)NCCn2c(C)cc3ccccc32)c(C)c1
i,1.23,S=c1nc(-c2ccc(Br)cc2)[nH]c2ccccc12
i,0.56,O=C(NCCN1CCN(C(=O)c2ccccc2Cl)CC1)C(=O)NCc1ccccc1
i,0.15,CCOc1ccc(OCCC(=O)OCC(=O)Nc2cc(C)nn2-c2ccccc2)cc1
i,-0.02,CC(C)CNC(=O)Cn1c(=O)c2c(ncn2CC(C)C)n(Cc2ccccc2)c1=O
i,1.42,CCc1nnc2n1N=C(c1ccc(Cl)cc1Cl)CS2
i,0.7,CC(=O)Nc1ccc(-c2nc3ccccc3c(=O)o2)cc1
i,-1.75,O=c1c2cc(N3CCOCC3)ccc2[nH]c(=S)n1CCN1CCCC1
-6.21*,0.55,COc1ccc2c(Cl)c(-c3nnc4n3CCCCC4)sc2c1
i,-0.38,CC1CCN(CCCNC(=O)Cn2ncc3c([nH]c4ccccc43)c2=O)CC1
i,1.32,Cc1ccccc1NC(=O)C1c2cccc[n+]2CC(=O)N1Cc1ccc2c(c1)OCO2 (stereo not given)
i,0.02,O=C(c1cc(-c2cccc(Cl)c2)on1)N1CCN(c2ccccc2)CC1

Further records.
CHT inh,Kir21 inh,molecule
i,0.44,CCn1cc(C(=O)N2CCN(c3ccc(OC)cc3)CC2)c(=O)c2cc(S(=O)(=O)N3CCOCC3)ccc21
i,-1.25,Cc1ccc(Cn2cc(S(=O)(=O)c3ccc(C(C)C)cc3)c(=O)c3cc4c(cc32)OCO4)cc1
i,0.35,Cc1ccccc1CN1CCc2cc([N+](=O)[O-])ccc21
i,0.93,COc1ccc(C(=O)Nc2cc3c(cc2N2CCCCC2)n(C)c(=O)n3C)cc1OC
i,-2.9,CCCc1ccc(-c2cc(C(=O)Nc3ccc([N+](=O)[O-])cn3)c3ccccc3n2)cc1
i,-0.05,NS(=O)(=O)c1ccc(NC(=O)COC(=O)COc2cccc(C(F)(F)F)c2)cc1
i,0.19,CC(=O)OC1CC(C)N(C(=O)c2ccccc2)c2ccc(C)cc21 (stereo not given)
i,0.16,Cc1ccc(N2C(=O)C3N=NN(CC(=O)N4N=C(c5ccccc5)CC4c4ccccc4)C3C2=O)cc1 (stereo not given)
i,-0.18,CCNc1nc(-c2ccc(Cl)cc2)cs1
i,-1.69,CC(OC(=O)c1nsc(Cl)c1Cl)C(=O)NCc1ccco1 (stereo not given)
i,-1.61,CN1CCC(NC(=O)c2cccs2)CC1
i,0.02,Cc1cccc(N=C2SC(C)CN2C(=O)CN2C(=O)NC3(CCCC3)C2=O)c1 (stereo not given)

Not a retest: an excerpt of the list.
CHT inh,Kir21 inh,molecule
i,-4.79*,CCOC(=O)c1c(NC(=O)CSc2nc3ccc(C)cc3[nH]2)sc2c1CC(C)(C)NC2(C)C
i,2.05,COc1ccc(C(=O)CSc2nnc(CNC(=O)c3ccccc3F)n2C)cc1OC
i,-0.21,CCOc1ccc(CCNC(=O)c2c(C)nn(-c3ccccc3)c2Cl)cc1OCC
i,-0.11,COc1cccc(-n2c(=O)c3ccccc3n(CC(=O)NCC3CCCO3)c2=O)c1 (stereo not given)
i,-1.33,CCOC(=O)C1CCCN(C(=O)CC(C)c2ccccc2)C1 (stereo not given)
-5.05*,0.29,O=C(NNC(=S)NC1CCCCC1)c1ccccc1O

(cont.)
CHT inh,Kir21 inh,molecule
i,-1.03,CC(NC(=O)COC(=O)Cc1ccsc1)C1CC2CCC1C2 (stereo not given)
i,1.39,Cc1cc(S(=O)(=O)N(Cc2ccc(C(C)C)cc2)CC2CCCO2)ccc1-n1cnnn1 (stereo not given)
i,-2.2,Cc1nnc(SCCn2c(Br)nc3c2c(=O)[nH]c(=O)n3C)s1
i,-0.47,CCOC(=O)c1sc2nc3c(cc2c1N)COC(C)(CC)C3 (stereo not given)
i,-0.33,Cn1ccnc1SCC(=O)NC1CCCC1
i,0.18,COc1cccc2c1Oc1cc([N+](=O)[O-])cc(N(C)C(C)=O)c1C=C2
-6.08*,-0.28,O=C(CCCCCCN1C(=O)c2ccccc2C1=O)N1CCC(c2ccccc2)C1 (stereo not given)
i,1.57,CC(=O)Nc1ccc(NS(=O)(=O)c2ccc(Cl)c(C(=O)O)c2)cc1
i,-0.54,CCOc1ccc(CNC(=O)C2Cc3cc(S(=O)(=O)N4CCCCC4)ccc3N2C(C)=O)cc1 (stereo not given)
i,2.83,CCOc1ccc(NC(=O)CN(C)C(=O)c2cc3c(s2)CCCCC3)cc1OCC
i,0.57,CC12CC3(C)CC(C)(C1)CC(C(=O)NC(=S)N1CCOCC1)(C2)C3
i,-1.85,CCOc1ccccc1N1CCN(C/C=C/c2ccc(N(C)C)cc2)CC1

The listing continues.
CHT inh,Kir21 inh,molecule
i,0.81,CCCn1c(CCc2ccccc2)nnc1SCC(=O)N1CCOCC1
i,0.72,Cc1c(C(=O)O)sc(=S)n1-c1ccc(Cl)cc1
.,-0.97,O=c1c2ccccc2[nH]c(=S)n1CCN1CCC(=C(c2ccc(F)cc2)c2ccc(F)cc2)CC1
i,-1.01,CCCCNC(=O)C1CCCN(S(=O)(=O)CC)C1 (stereo not given)
i,-0.59,CCN(CC)c1ccc(S(=O)(=O)N2CCOCC2)cc1NC(=O)CNCc1ccccc1
i,0.18,CC(C)CN(C(=O)CCC(=O)OCC(=O)NCCc1ccccc1)c1c(N)n(CC(C)C)c(=O)[nH]c1=O
i,-0.18,C[C@H](NC(=O)C1CC(=O)N(c2ccc3c(c2)OCCO3)C1)C(=O)NCc1ccco1 (stereo not given in full)
i,-1.11,COCc1cc(=O)[nH]c2cc(NC(=O)c3cccc(OC)c3)c(C)cc12
i,1.21,CCCC(C)C(=O)OCC(=O)NCc1ccc(OC)c(OC)c1 (stereo not given)
i,-1.31,Cc1ccc(OC(=O)c2cccc([N+](=O)[O-])c2)c(-n2nc3ccccc3n2)c1
i,0.87,COc1ccc(S(=O)(=O)N(C)CC(=O)NCc2ccc3c(c2)OCO3)cc1
i,0.7,C/C(=N/NC(=O)CNC(=O)c1ccccn1)c1ccc([N+](=O)[O-])cc1

The results go on:
CHT inh,Kir21 inh,molecule
i,-2.04,O=C(Cn1cc2c(n1)CCCCC2)NCc1ccccc1
i,0.82,CSc1nc2c(c(=O)[nH]1)C(c1ccncc1)C(C(=O)OC(C)C)=C(C)N2 (stereo not given)
i,1.06,CC1CCCC(NC(=O)C2CCN(C(=O)Nc3ccccc3)CC2)C1C (stereo not given)
i,-1.15,Nc1nonc1-n1nnc(C(=O)N/N=C/c2ccccc2F)c1CN1CCc2ccccc21
i,-0.44,CC(C)c1nc2ccc(Br)cn2c1NC1CCCC1
i,0.07,COC(=O)c1c(C)[nH]c(O)c1C=Nc1ccc(C#N)cc1
i,0.03,CCc1nnc(SCC(=O)Nc2ccc3c(c2)OCO3)n1CC
i,.,COc1ccc(NC(=O)CSc2nnc(Cn3nnc4ccccc43)n2C)cc1
i,1.34,CCCS(=O)(=O)n1nc(-c2ccc(C)cc2)cc1N
i,0.08,CCOC(=O)C1=C(C)NC2=C(C(=O)c3ccccc32)C1c1ccc(O)cc1 (stereo not given)
i,1.7,CCOC(=O)C(=O)c1cn(C2OCC(OC(C)=O)C(OC(C)=O)C2OC(C)=O)c2ccccc12 (stereo not given)
i,-0.09,COc1ccc(CC(=O)Nc2c3c(nn2-c2cccc(C)c2C)CS(=O)C3)cc1 (stereo not given)

Later entries:
CHT inh,Kir21 inh,molecule
i,-0.59,COc1ccc(N)cc1NC(=O)CN1CCCC1
i,0.92,O=C(c1cc2nc(-c3ccco3)cc(C(F)(F)F)n2n1)N1CCc2ccccc2C1
i,-0.04,Cc1ccc(OCc2nc(-c3ccccc3)no2)c(C)c1
i,-1.27,COc1cc(/C=N/N=C2/NC(=O)C(Cc3ccc(F)cc3)S2)ccc1O (stereo not given)
i,-0.39,COc1cccc(C2NC(=O)c3ccccc3O2)c1OCc1ccccc1F (stereo not given)
i,-0.36,CC(C)NC(=O)C(=O)Nc1ccc2c(c1)N(S(=O)(=O)c1cccs1)CCC2
i,0.3,Cc1ccc(S(=O)(=O)N2CCC(C(=O)N3CCc4ccccc43)CC2)cc1
i,2.75,OC(COc1ccc(Br)cc1)CN1CCOCC1 (stereo not given)
i,-0.12,CCOC(=O)c1oc2ccc(OC)cc2c1NC(=O)CN1CCN(C)CC1
i,-2.47,C[C@H]1CCC(=O)N([C@H](CN=[N+]=[N-])Cc2ccccc2)CC1
i,-0.54,COc1ccccc1NC(=O)C(C)OC(=O)Cn1cnc2c1c(=O)n(C)c(=O)n2C (stereo not given)
i,-1.32,O=C(N/N=C/c1ccc(O)c(O)c1)N/N=C/c1ccc(O)c(O)c1

New compounds follow:
CHT inh,Kir21 inh,molecule
i,-1.17,COc1cccc(-c2ccc(C#N)c(OC(=O)c3c(Cl)cccc3Cl)n2)c1
i,-0.08,O=C(NC1CCCN(Cc2ccc(Cl)cc2)C1)c1ccccc1C(F)(F)F (stereo not given)
i,0.04,Fc1ccccc1N1CCN(CCCc2ccccc2)CC1
i,-0.91,Cc1ccc(NC(CNS(=O)(=O)c2ccc(Cl)cc2)c2ccccc2)cc1 (stereo not given)
i,-1.18,CCN1C(c2ccccc2)C(C)C(=O)C(C)C1c1ccccc1 (stereo not given)
i,0.19,Cc1cc(NC(=O)C(C)Oc2ccc(C(C)(C)C)cc2)no1 (stereo not given)
i,0.15,COc1ccc(NC(=O)Cc2ccc(Cl)cc2Cl)cn1
i,-0.12,O=C(CSc1ccc2nnc(-c3ccc(Cl)cc3)n2n1)N1CCc2ccccc21
i,-0.14,CCOC(=O)COc1ccc(S(=O)(=O)NCCC2=CCCCC2)cc1
i,-0.09,Cc1ccc2c(c1)/C(=C/c1ccco1)C(=O)N2
i,-0.08,CCC(CC)C(=O)N1CC(=O)Nc2ccc(F)cc2C1c1ccc(F)cc1 (stereo not given)
i,0.31,COc1ccc(CCNc2ncnc3c2c(C)c(C)n3CCO)cc1OC

Next compounds
CHT inh,Kir21 inh,molecule
i,-4.49*,CCCn1c(-c2ccc(OC)cc2)nc2ccccc21
i,0.49,CC(C)(C)c1ccc(C(=O)NCc2ccco2)cc1
i,-1.15,C=CCC(C)(NCc1ccccc1)c1ccco1 (stereo not given)
i,-0.29,Cc1ccc(S(=O)(=O)N/N=C\c2ccc3c(c2)OCO3)c(C)c1
i,-0.33,COc1ccc(-n2nnc3c(SCC(=O)NCc4ccco4)ncnc32)cc1
i,0.11,O=C1NC(c2ccc3c(c2)OCO3)Oc2ccccc21 (stereo not given)
i,0.67,CCN(CC)C(NC(=O)c1ccccc1)C(=O)c1ccccc1 (stereo not given)
i,1.84,O=C(/C=C/c1ccc2c(c1)OCO2)Nc1nc(-c2ccccc2)cs1

Bioassay records (PubChem)
